# NS5 inhibitors = Dengue-2 NS5 methyltransferase inhibitors, primary screen, biochemical, confirmation dose response (AID 588689); Dengue-2 NS5 methyltransferase capping enzyme assay, biochemical; higher % means a stronger effect; inhibition, % at 25 µM; hits with a dose series show IC50 in µM; actives 0.3% (n = 340,000); in the data active = a potency from the dose series; inconclusive = inhibition above about 29% without an active follow-up result
# UTI89 phage lysis = inhibition of K1F phage lysis, E. coli UTI89, bacterial capsule biogenesis inhibitors, alamar blue (AID 488966); E. coli UTI89 K1F phage lysis, alamar blue, 2 h; higher % means a stronger effect; inhibition, % at 100 µM, or IC50 in µM where a hit was titrated; actives 0.02% (n = 340,000);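 active = phage lysis inhibition, versus mean bacterial control, above a set limit; inconclusive = no clear call, values can overlap the other calls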;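 note: capsule biogenesis inhibitors block K1F phage lysis so surviving cells raise fluorescence; higher fluorescence means more inhibition of phage lysis; actives were called in the ten point dose series up to 300 µM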
# T cell modulator = T cell immune modulation candidate. actives 0.068% (n = 330,000). 2C CD8+ T cell-vesicle binding, flow cytometry; hits give low values. calls only at 7 µM;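 active = response, share of CD8 T cells binding vesicles, and their 90th percentile fluorescence all below set limits, cut at about 80% in these data, passing the limit was not always enough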
#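 Read-out – percent CD8+ FL2 mean versus row control · System – murine 2C transgenic CD8+ T lymphocytes · Times – 1.5 h cell–vesicle binding at 37 °C, then 20 min icy labelling · Control set – naked vesicles low, QL9 vesicles with vehicle high · Detection – cytometric PE anti-B7-1 and Alexa647 anti-CD8 signals after 1% paraformaldehyde fixation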
# PhoP inhibition = inhibitors of PhoP regulon expression, primary screen, Salmonella Typhimurium, GFP reporter (AID 1863) | inhibition, % at 50 µM; hits with a dose series show IC50 in µM | actives 0.16% (n = 300,000) | S. Typhimurium PhoP-regulated promoter GFP reporter, 4 h; higher % means a stronger effect;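 active = inhibition over 29.93%, a cutoff 3 SD above the screen mean, later confirmed by dose response; inconclusive = inhibition over 29.93% but no dose response follow-up; inactive = inhibition at most 29.93% or unconfirmed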;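 note: 0% = low Mg2+ inducing control and 100% = high Mg2+ repressing control; strong numbers were not always called active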
# NTR1 ag = NTR1-driven beta-arrestin-GFP spot formation – imaging, U2OS cells, high content, primary screen (AID 493036); P30989; agonist mode; activation, % at 20 µM; actives 0.17% (n = 330,000);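 active = activation at or above 40% of the spot to cytoplasm intensity ratio, with at least 20 cells analyzed; inconclusive = wells under 20 cells, flagged as cytotoxic or low count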;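 note: 0% = DMSO without peptide and 100% = 100 nM NTR1 peptide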
# Target sequence (P30989 whole entry, looked up): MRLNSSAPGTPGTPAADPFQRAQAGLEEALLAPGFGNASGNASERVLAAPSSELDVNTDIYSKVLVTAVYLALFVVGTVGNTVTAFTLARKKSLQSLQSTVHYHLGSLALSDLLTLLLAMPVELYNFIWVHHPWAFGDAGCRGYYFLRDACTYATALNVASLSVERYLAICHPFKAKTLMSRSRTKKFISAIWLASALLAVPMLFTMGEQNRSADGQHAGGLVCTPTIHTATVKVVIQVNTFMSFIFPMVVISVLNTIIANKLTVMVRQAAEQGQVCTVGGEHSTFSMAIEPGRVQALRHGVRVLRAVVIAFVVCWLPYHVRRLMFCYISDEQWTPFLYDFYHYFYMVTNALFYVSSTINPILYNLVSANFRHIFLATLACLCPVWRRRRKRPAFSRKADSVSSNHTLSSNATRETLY
# RSV antiviral HEp-2 = RSV antiviral activity via CPE protection, HEp-2 cells, primary 10 µM value included (AID 2391). HEp-2 cells, RSV-induced CPE inhibition; higher % means a stronger effect. actives 0.13% (n = 310,000). one-dose CPE inhibition, % at 10 µM; IC50 in µM for titrated hits; in the data active = a potency from the dose series; inconclusive = CPE inhibition mostly from about 23% at the one dose, without a potency; inactive = the rest, 99 in 100 with CPE inhibition below about 21%; note: strong numbers were not always called active
# West Nile virus CPE = inhibition of WNV-induced cytopathic effect – cell-based, CPE readout (AID 1621). CPE inhibition, % at 10 µM, or IC50 in µM where a hit was titrated. actives 0.02% (n = 290,000). West Nile virus-infected cells, CPE inhibition; higher % means a stronger effect; in the data active = a potency from the dose series; inconclusive = CPE inhibition mostly from about 3.7% at the one dose, without a potency; inactive = the rest, 99 in 100 with CPE inhibition below about 2.2%; note: strong numbers were not always called active
# MgcRacGAP inhibition = MgcRacGAP GTPase-activating activity inhibitors, confirmation, biochemical, ADP Hunter fluorescence; AID 624330; one-dose inhibition, % at 30 µM; IC50 in µM for titrated hits; actives 0.6% (n = 340,000); MgcRacGAP-stimulated Rac1 GTP hydrolysis, ADP Hunter fluorescence; higher % means a stronger effect; GST-tagged Rac1 F28L mutant substrate;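 active = first-screen hits whose inhibition reached a set limit at any dose in the follow-up dose series; inconclusive = inhibition above the set first-screen limit but never retested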;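 note: fluorescence reports GDP produced by GAP-driven GTP hydrolysis; strong numbers were not always called active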
# SV40 large T antigen = TAg ATPase/helicase activity blockers – biochemical (AID 1903); one-dose inhibition, % at 20 µM; IC50 in µM for titrated hits; SV40 large T antigen ATPase/helicase inhibition assay; higher % means a stronger effect; actives 0.39% (n = 310,000); in the data active = a potency from the dose series; inconclusive = inhibition mostly from about 32% at the one dose, without a potency; inactive = the rest, 99 in 100 with inhibition below about 32%; note: strong numbers were not always called active
# T cell modulator vesicle-bound % = also measured in T cell modulator; calls as there; double positive events, %; measured here: CD8+ vesicle-bound cell fraction;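 binding gate set so that unloaded-vesicle control wells show 10% double positive cells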
# NTR1 ag cell count 20 µM = also measured in NTR1 ag; calls as there; cell count; measured here: cell count, cytotoxicity flag
# NS5 inhibitors pilot replicate = second read-out of NS5 inhibitors, no call of its own (marks repeat the call); inhibition, %; measured here: pilot screen replicate inhibition
# An asterisk follows results filed as active; i = inactive; ? = inconclusive; nt = not tested or not shown; [ ] = remark or other dose. This is a random part of the collection; about 1.5% have a hit in one of these screens.
SMILES,NS5 inhibitors,UTI89 phage lysis,T cell modulator,T cell modulator vesicle-bound %,PhoP inhibition,NTR1 ag,NTR1 ag cell count 20 µM,RSV antiviral HEp-2,West Nile virus CPE,MgcRacGAP inhibition,SV40 large T antigen,others
COc1ccc(C2CC(=O)Oc3cc(C)c(Cl)cc32)cc1 (stereo not given),-1%,-0.2%,nt,nt,nt,1.4,53,nt,nt,9%,nt,NS5 inhibitors pilot replicate=-2.4
COC(=O)C1=C(C)Nc2[nH]c(=S)[nH]c(=O)c2C1c1ccc(O)cc1 (stereo not given),-4%,-1.4%[50 µM],i,14,-3%,-0.3,50,-1.3%,0.8%,12%,27%,
O=C(NCc1cccc(C(F)(F)F)c1)c1cccc(S(=O)(=O)NCc2ccccc2)c1,-1%,-0.6%,i,39,5%,-1.3,48,21%,-1.2%,-2%,4%,
O=C(NCCC(=O)N1O[C@@H]2C=C[C@H]1C2)OCC1c2ccccc2-c2ccccc21,-1%,0.8%,nt,nt,nt,5.5,62,nt,nt,6%,nt,NS5 inhibitors pilot replicate=1.2
Cc1ccccc1Cn1nc(C)c(NC(=O)c2cc3n(n2)C(C(F)F)CC(C(F)F)N3)c1C (stereo not given),6%,0.3%,i,45,2%,-2.1,33,2.0%,-0.1%,8%,10%,
CC(C)(C)Cc1nnc(NC(=O)CCC2CCCCC2)s1,-2%,0.1%,i,20,1%,1.1,56,1.5%,0.2%,9%,19%,
O=C(Nc1ccccc1C(=O)N1CCN(Cc2ccccc2)CC1)c1ccccn1,-9%,0.3%,i,49,-1%,0.3,58,0.0%,-0.1%,10%,8%,
CC(C)[C@@H]1NC(=O)N(c2ccc(Oc3ccccc3)cc2)C1=O,nt,0.1%,i,28,4%,0.7,58,12%,-0.1%,5%,4%,
CC(C)OCCCn1c(=O)c2ccccc2n2c(CCC(=O)N3CCN(c4ccccn4)CC3)nnc12,-3%,0.1%,i,14,-4%,-0.4,54,1.5%,0.1%,9%,13%,
CCOC(=O)NC(=O)C(=CNc1cccc(OC)c1)C(=O)NC(=O)OCC,-10%,0.2%,i,63,2%,-0.7,89,0.9%,0.1%,8%,5%,
CN(CC(=O)Nc1ccc(F)cc1)CC(=O)Nc1ccc(F)c(F)c1F,-1%,0.3%,i,49,-8%,-1.6,69,-1.4%,-1.2%,5%,-3%,
CCOC(=O)N1CCN(C(=O)c2ccc(S(=O)(=O)Nc3ccc(C)cc3)cc2)CC1,-12%,-0.5%,i,38,nt,4.9,55,nt,nt,-5%,nt,
CCc1ccc(/C=N/n2c(COc3ccccc3)n[nH]c2=S)cc1,-2%,-1.9%[50 µM],i,27,-3%,6.2,91,?,0.6%,10%,8%,
CS(=O)(=O)NCc1ccc(C(=O)O)cc1,-1%,-1.8%,i,40,-2%,1.0,85,1.8%,0.6%,5%,8%,
CCOC(=O)CNC(=O)c1cccs1,-1%,0.8%,i,11,2%,-0.5,84,0.6%,0.8%,5%,9%,
COc1cc2c(C(F)(F)F)c(-c3ccsc3)oc(=O)c2cc1OC,-1%,0.1%,i,7,nt,13,46,nt,nt,-1%,nt,NS5 inhibitors pilot replicate=3.0
COc1cc(NS(=O)(=O)c2ccc(NS(=O)(=O)c3ccc(C)cc3)cc2)nc(OC)n1,3%,0.2%,i,50,12%,1.1,46,1.8%,0.6%,7%,4%,
COc1ccccc1C(=O)NC(C)c1nc2ccccc2[nH]1 (stereo not given),1%,1.5%,i,38,-6%,0.0,80,3.7%,0.6%,8%,-2%,
COc1cc(-c2nnc(NC(=O)CCS(=O)(=O)c3ccccc3)o2)cc(OC)c1OC,1%,-0.2%[50 µM],i,21,8%,0.1,51,-1.5%,nt,-7%,12%,
Cn1c(=O)[nH]c(=O)c2c1nc(N1CCCC1)n2CCO,-5%,-0.1%,i,60,0%,0.3,58,0.5%,0.5%,8%,8%,
CN(CCc1ccccn1)C1CC(=O)N(c2ccc(Cl)cc2)C1=O (stereo not given),nt,-0.1%,i,6,-1%,1.8,59,1.8%,0.1%,1%,12%,
CC(=O)OCC1O[C@@H](O[C@@H]2C[C@H]3C(C)(C)[C@H](OC(C)=O)CC[C@]3(C)[C@H]3CC[C@]45C[C@]4(CC[C@H]5[C@@H](C)C[C@@H](O)[C@H](O)C(C)(C)O)[C@@]32C)[C@H](O)[C@@H](O)[C@@H]1O (stereo not given in full),nt,nt,i,40,-4%,4.9,39,-3.9%,17%,nt,6%,
Cn1cnnc1SCC(=O)Nc1ccc2c(c1)CCC2,-3%,0.1%[50 µM],i,23,3%,-1.6,58,0.4%,0.2%,0%,3%,
COc1ccccc1NC(=O)CCS(=O)(=O)c1ccc2c(c1)NC(=O)C(C)S2 (stereo not given),-3%,0.3%,i,13,3%,-0.1,62,-1.2%,-0.8%,9%,-10%,
C=CCN(CC=C)S(=O)(=O)c1ccc2nsnc2c1,3%,2.7%,i,13,3%,0.3,42,1.7%,0.5%,6%,-15%,

# Fetched one by one from above:
SMILES,NS5 inhibitors,UTI89 phage lysis,T cell modulator,T cell modulator vesicle-bound %,PhoP inhibition,NTR1 ag,NTR1 ag cell count 20 µM,RSV antiviral HEp-2,West Nile virus CPE,MgcRacGAP inhibition,SV40 large T antigen,others
CCOC(=O)N1CCN(C(=O)c2ccc(S(=O)(=O)Nc3ccc(C)cc3)cc2)CC1,-12%,-0.5%,i,38,nt,4.9,55,nt,nt,-5%,nt,
O=C(NCc1cccc(C(F)(F)F)c1)c1cccc(S(=O)(=O)NCc2ccccc2)c1,-1%,-0.6%,i,39,5%,-1.3,48,21%,-1.2%,-2%,4%,
COc1cc(NS(=O)(=O)c2ccc(NS(=O)(=O)c3ccc(C)cc3)cc2)nc(OC)n1,3%,0.2%,i,50,12%,1.1,46,1.8%,0.6%,7%,4%,
CC(=O)OCC1O[C@@H](O[C@@H]2C[C@H]3C(C)(C)[C@H](OC(C)=O)CC[C@]3(C)[C@H]3CC[C@]45C[C@]4(CC[C@H]5[C@@H](C)C[C@@H](O)[C@H](O)C(C)(C)O)[C@@]32C)[C@H](O)[C@@H](O)[C@@H]1O (stereo not given in full),nt,nt,i,40,-4%,4.9,39,-3.9%,17%,nt,6%,
CCc1ccc(/C=N/n2c(COc3ccccc3)n[nH]c2=S)cc1,-2%,-1.9%[50 µM],i,27,-3%,6.2,91,?,0.6%,10%,8%,
COc1ccccc1C(=O)NC(C)c1nc2ccccc2[nH]1 (stereo not given),1%,1.5%,i,38,-6%,0.0,80,3.7%,0.6%,8%,-2%,

# Remaining list, next part.
SMILES,NS5 inhibitors,UTI89 phage lysis,T cell modulator,T cell modulator vesicle-bound %,PhoP inhibition,NTR1 ag,NTR1 ag cell count 20 µM,RSV antiviral HEp-2,West Nile virus CPE,MgcRacGAP inhibition,SV40 large T antigen,others
CCC(=O)N1CCN=C1SCc1cccc(F)c1,-6%,0.4%,i,25,4%,0.1,48,0.0%,0.5%,7%,6%,
CCC/C(=N\NC(=O)c1ccc(CSc2nncn2C)cc1)c1ccccc1,-1%,5.4%,i,37,-10%,-1.4,43,0.8%,0.5%,6%,-3%,
COC(=O)c1ccc(NC(=O)COC(=O)c2cccc3c(=O)c(C)c(-c4ccccc4)oc23)cc1,0%,0.2%,i,64,-13%,3.6,76,3.4%,0.0%,13%,0%,
O=C1OCc2cc(NC(=O)C3CCCCC3)ccc21,-3%,0.4%,i,60,11%,-1.9,97,3.6%,1.5%,9%,3%,
C=CCSc1nnc(-c2ccncc2)n1-c1ccc(OCC)cc1,-1%,6.2%,i,10,-2%,1.6,62,1.2%,-0.2%,7%,-4%,
Cc1ccc(NC(=O)/C(C#N)=C/c2ccc(Sc3nc(C)cc(C)n3)o2)cc1,-1%,0.2%,i,36,3%,11,43,2.1%,0.0%,11%,3%,
O=C(C1CCC(CNc2nc(=S)[nH]c3ccccc23)CC1)N1CCN(c2ccccn2)CC1 (stereo not given),0%,0.9%,i,42,12%,3.8,85,0.6%,nt,16%,22%,
CN(CCOc1ccc(Br)cc1)CC(O)COc1ccc(C#N)cc1 (stereo not given),-6%,-0.1%,i,22,2%,1.1,56,13%,-0.1%,6%,9%,
CN(C(=O)CCS(=O)(=O)c1cc2c(cc1Cl)NC(=O)CO2)C1CCCCC1,-3%,4.7%,i,46,nt,3.0,60,2.2%,0.0%,3%,11%,
CCn1c(SCC(=O)N/N=C/c2c[nH]c3ccccc23)nnc1-c1ccc(C)cc1,-8%,-0.4%,i,4,3%,4.6,27,?,-0.3%,8%,11%,
CCOC(=O)N1C(=O)[C@@](c2ccc(Cl)cc2)(C(C)C)N1C(=O)OCC,-13%,5.4%,i,56,-6%,21,84,-3.9%,-1.0%,9%,5%,
Cc1coc2c1c(C)cc1oc(=O)c(CC(=O)N[C@@H](CC(C)C)C(=O)O)c(C)c12,-6%,0.2%,i,58,6%,6.1,51,0.7%,0.7%,5%,22%,
CCOC(=O)c1nc2nc(-c3cccs3)cc(C(F)(F)F)n2n1,-7%,0.8%[50 µM],i,83,-4%,6.7,78,1.8%,-0.1%,1%,5%,
CCc1nc(NCC(C)C)c(C#N)c2c1COC(C)(C)C2,-4%,2.4%,i,16,-15%,-2.1,60,-0.1%,0.4%,2%,21%,
CC(=O)N1CCN(C(=O)c2ccc(C)c(S(=O)(=O)N3CCCCC3)c2)CC1,0%,0.6%[50 µM],i,13,nt,1.9,59,nt,nt,2%,nt,
O=c1cc([O-])[n+]2c3n1CCCN3CCC2,-4%,0.1%,i,18,-2%,0.0,33,0.3%,-0.1%,12%,2%,
Clc1cc(Cl)c(OCCCCn2cncn2)c(Cl)c1,-3%,0.6%,i,61,-4%,1.1,59,1.6%,-0.5%,156µM*,11%,
O=C1CC(c2ccc(F)cc2)Cc2nc(NCc3ccco3)ncc21 (stereo not given),3%,-0.1%,i,50,-6%,0.3,58,0.9%,0.2%,6%,8%,
COC(=O)c1ccc(/C=N/Nc2nc(-c3ccc(C)cc3)cs2)cc1,5%,0.4%,i,52,-6%,0.9,42,2.9%,0.1%,11%,8%,
O=C1N=c2ccccc2=C1c1sc(NS(=O)(=O)c2ccccc2)nc1O,14%,-3.2%,i,49,7%,1.0,40,4.5%,-0.5%,19%,25%,
Fc1ccccc1-c1n[nH]c(=S)n1C1CC1,-3%,-0.8%,i,39,10%,0.4,45,1.0%,-0.5%,0%,3%,
